# Compound activity deposited in PubChem by National Center for Advancing Translational Sciences (NCATS).
# ALOX12 inh – ALOX12 (human) lipoxygenase inhibition; P18054; purified 12hLO, xylenol orange hydroperoxide absorbance; Potency, µM (titrated, usually from 108 µM), for the others: at the highest dose activity change, negative = inhibition, usual class: inhibitors; 580,000 compounds, 1.1% hits; active means well fitted inhibition curve with a large enough effect; inconclusive means small, poorly fitted or top-dose-only effect, or another doubt; inactive means no such curve, though single readings can be large or run the other way
# Target sequence (P18054 whole entry, looked up): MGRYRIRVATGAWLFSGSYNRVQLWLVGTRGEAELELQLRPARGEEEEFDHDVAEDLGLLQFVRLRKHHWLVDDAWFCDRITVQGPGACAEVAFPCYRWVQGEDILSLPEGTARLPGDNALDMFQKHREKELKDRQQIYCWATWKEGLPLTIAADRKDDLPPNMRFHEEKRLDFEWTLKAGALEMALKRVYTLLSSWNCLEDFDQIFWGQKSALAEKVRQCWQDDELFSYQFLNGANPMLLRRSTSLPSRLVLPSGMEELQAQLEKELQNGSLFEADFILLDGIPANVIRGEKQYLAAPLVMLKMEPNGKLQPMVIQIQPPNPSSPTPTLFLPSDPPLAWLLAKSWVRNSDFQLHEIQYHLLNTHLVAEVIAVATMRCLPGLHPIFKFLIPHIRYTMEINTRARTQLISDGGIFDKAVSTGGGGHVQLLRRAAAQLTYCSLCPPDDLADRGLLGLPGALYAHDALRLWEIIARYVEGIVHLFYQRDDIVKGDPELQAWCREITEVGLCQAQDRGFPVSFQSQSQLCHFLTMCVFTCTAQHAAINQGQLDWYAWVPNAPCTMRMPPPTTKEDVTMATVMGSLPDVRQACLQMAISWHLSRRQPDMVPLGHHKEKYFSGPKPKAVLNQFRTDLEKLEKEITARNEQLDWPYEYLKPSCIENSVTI
#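 Hydroperoxide product was detected by ferrous iron/xylenol orange as the 573 to 405 nm absorbance ratio. Arachidonic acid at 40 uM (final) was turned over for 30 min at room temperature by 150 nM human 12hLO, pH 7.0 Hepes buffer, after 15 min compound preincubation.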
# * marks the source's active call; other numbers are inactive results; ? = inconclusive; [ ] = another dose, or the depositor's remark. On the % scale 0 is the no-effect control and ±100 the full control effect; potency means the concentration at half of the fitted maximal effect. Some of the compounds tested (hit frequency here may not be typical).
ALOX12 inh	SMILES
-3.4%	CN(CC1CCCCC1)C1CCc2nn(C)c(=O)n2CC1 (centres undefined)
?	COc1cccc(CC(=O)N2CCC3(CC2)OC(=O)N(Cc2csc(C)n2)C3(C)c2ccccc2)c1 (centres undefined)
22.5%	CCN(CCN(C)C)C(=O)c1ccc2c(c1)C(O)CCCCCN2CCOC (centres undefined)
25.0%	CCC1(N2CCN(C(=O)c3cc(Cl)ccc3OC)CC2)CCN(C(=O)NC)C1 (centres undefined)
27.2%	Cc1ccc(C(=O)N2CCC(C(NC(=O)CC(C)C)C(=O)N3CCCCC3)CC2)cc1 (centres undefined)
0.9%	CNc1ncnc2c1ncn2[C@@H]1O[C@H](CO)C(O)[C@H]1O (some centres undefined)
14.3%	COc1ccc(-c2cc(N3CCCN(C(=O)c4ccc5ncccc5c4)CC3)n[nH]2)cc1
27.1%	COC(=O)c1ccccc1NC(=O)Cn1cccc1-c1nc(-c2ccc(OC)c(F)c2)no1

# (continued)
ALOX12 inh	SMILES
22.2%[176 µM]	COCCNC(=O)c1cc(-c2ccccc2OC(F)(F)F)cc2ncn(C)c12
41.8%	CN1C(=O)CC[C@]2(C(=O)NCc3ccccc3Cl)CCCC[C@@H]12
44.3%[activator]	O=C(c1ccccc1F)N1CC2CC(C1)[C@H]1CCCC(=O)N1C2 (some centres undefined)
33.0%[activator][176 µM]	Cn1ccc2c(C(=O)NCc3cccnc3)nc(-c3ccc(F)cc3)cc21
?	COCCN1C(=O)CO[C@H]2CN(c3nccc(OC)n3)C[C@H]21
10.1%[6.33 µM]	O=C1NC(=NC2CCCC2)C2(CCN([S+](=O)([O-])c3ccccc3)C2)N1c1cccnc1 (centres undefined)
5.4%	CCN1CCN(CCNC(=O)C2CCN(C(=O)N3CC4CC(C3)[C@H]3CCCC(=O)N3C4)CC2)CC1 (some centres undefined)
8.8%	O=C1CCCCC1CCS(=O)(=O)NCc1ccccc1 (centres undefined)

# Following part:
ALOX12 inh	SMILES
8.8%[176 µM]	CC1=C[C@@H](CNC(=O)c2ccccn2)[C@H](C(C)C)C[C@H]1CC(=O)N1CCCC1
1.0%[6.33 µM]	O=C1NC(=NC2CCCCC2)C2(CCCN(CC3CC3)C2)N1c1cccnc1 (centres undefined)
-2.7%	CN(C(=O)C1C2C(=O)N(C3CCCCCC3)C[C@@]23C=C[C@@H]1O3)C1CCSCC1 (some centres undefined)
22.8%	COc1ccc(C(=O)NC2CCN(c3cn[nH]c(=O)c3)CC2)cc1OC
-2.3%	CC(C)CN1CC(CNC(=O)c2ccc(Oc3ccccc3)cc2)Oc2ccnc(-c3ccc(OCC(=O)O)cc3)c2C1=O (centres undefined)
?	N#Cc1cccc(NC(=O)N[C@H]2[C@H](O)[C@@H](N3CCCC3)[C@@H]3OC[C@H]2O3)c1
36.2%	O=C(NCc1ccncc1)C1CN(S(=O)(=O)c2ccccc2)CC12CCCCC2 (centres undefined)
-8.2%	CCCN(C)C(=O)Cc1ccc(N(Cc2ccc(F)cc2)C(=O)c2ccco2)cc1

# Next compounds
ALOX12 inh	SMILES
?	Cn1nc(C2CCNC2)c2c(C(=O)NCC(F)(F)F)cc(C3CC3)nc21 (centres undefined)
37.2%[activator]	CN1CCN(C(=O)C2CCc3nc(N4CCN(C(=O)C5CCC5)CC4)sc3C2)CC1 (centres undefined)
20.8%[176 µM]	O=c1ncn(Cc2ccccc2)c2ccc(NCCOc3ccccc3)nc12
16.0%	Cc1nc(CCCNC(=O)c2cc(S(N)(=O)=O)ccc2F)sc1C
36.8%[activator]	O=C(NCc1cccc(F)c1)c1ccc(N2CC3CC(C2)[C@H]2CCCC(=O)N2C3)nc1 (some centres undefined)
49.6%[activator]	O=C(O)c1coc(CN2C[C@@H](C(=O)O)[C@H](C3CC3)C2)n1
1.7%[176 µM]	O=C1N(Cc2ccccc2)CCOC12CCN(Cc1cc(F)ccc1F)CC2
31.6µM*	COC(=O)[C@@H]1Cc2ncn(C)c2CN1S(=O)(=O)c1ccc(OC)cc1

# Additional compounds.
ALOX12 inh	SMILES
?	O=C(c1cc(CN2CCOCC2)on1)N1CCc2c(nc3cc(-c4ccccc4)[nH]n3c2=O)C1
-2.1%[176 µM]	COc1ccc(-c2noc([C@@H]3C[C@H](NS(=O)(=O)c4ccc(F)cc4)CN3C)n2)cc1
16.6%	Cc1cnc(C2CC2)n1CCNS(=O)(=O)c1cc(F)cc(F)c1
38.6%[activator]	O=C(c1ccc(OC2CCN(C(=O)c3ccco3)CC2)nc1)N1CCOCC1
-4.6%	Cc1ccc(F)cc1C(=O)N1CCCCC1c1cc(C(=O)Nc2ccncc2)no1 (centres undefined)
7.4%	CCNC(=O)N(C1CC1)C1CCOC2(CCN(C(=O)NCc3ccc(C)cc3)CC2)C1 (centres undefined)
-7.9%	Cc1nc(N(C)C)ncc1C(=O)NC(C(=O)O)c1c(C)n[nH]c1C (centres undefined)
-0.3%[176 µM]	Cc1cc(-c2nccc3c(=O)cc(N(C)C)oc23)ccn1

# Later entries:
ALOX12 inh	SMILES
63.6%[activator]	CCNC(=O)N1CCOc2ccc(CN3CCc4ccccc4C3)cc2C1
13.2%[176 µM]	Cc1nn2c(c1-c1ccccc1OCc1ccccc1)N(Cc1ccccc1)CCC2
-3.3%[176 µM]	O=c1c2nc(N3CCC(c4ccccc4)CC3)ccc2ncn1C1CC1
59.5%[activator][176 µM]	CN(c1ccccc1)c1cc(=O)c2ccnc(NCCc3ccccn3)c2o1
12.1%	O=C1NC2(CCN(S(=O)(=O)c3ccccc3)CC2)Oc2ccccc21
9.8%	Cc1ccc2c(C(=O)N3CCCCCC3)cc(NC(=O)C3CC3)cc2n1
-16.9%[6.33 µM]	O=C(c1ccccc1)N1Cc2ccccc2CC2(CCN(Cc3ccccn3)C2)C1 (centres undefined)
53.4%[activator]	CNC(=O)[C@@H]1CN(Cc2ccccc2OC(F)(F)F)C[C@H]1CO

# The list goes on:
ALOX12 inh	SMILES
4.2%	Cc1ccc(NC(=O)N2CCC(Oc3ncccc3C(=O)N3CCOCC3)C2)c(Cl)c1 (centres undefined)
1.1%	O=C1CCN(S(=O)(=O)c2ccccc2)CCCN(Cc2ccncc2F)CCN1
?	C[C@@H]1CN(C(=O)OC(C)(C)C)CCN1c1ccc(N2CC[C@H](O)C2)c(C#N)c1
66.1%[activator]	CC(C)Oc1ccc2c(NC(=O)Cn3cccnc3=O)nn(CC(F)(F)F)c2c1
57.7%[activator]	Cc1n[nH]c(C)c1CNC(=O)CCC1CCCN(S(=O)(=O)c2ccccc2F)C1 (centres undefined)
22.9%	Cc1nn(C)c(C)c1CCN(C)C(=O)C12CCCC=C1N(C1CCCC1)C(=O)CC2 (centres undefined)
6.2%	CC1CN(CCC(=O)N2CCCC(C(=O)c3nccn3C)C2)Cc2cc(Cl)ccc2O1 (centres undefined)
1.6%[6.33 µM]	CC(=O)N1CC2(CCN(Cc3cccnc3)CC2)Cc2ccccc21

# Continuation.
ALOX12 inh	SMILES
22.7%	O=C(NC1CCCC1)N1CCCCC1c1nc(-c2ccncc2)n[nH]1 (centres undefined)
63.4%[activator]	O=C(CN1CC2CC(C1)[C@H]1CCCC(=O)N1C2)NCc1ccccn1 (some centres undefined)
27.1%	Cc1cc(C)cc(C(=O)N2CCCN(C)c3ccccc32)c1
5.6%[176 µM]	NC(=O)Cc1c[nH]c2ncc(-c3cccc(N4CCOCC4)c3)cc12
62.4%[activator]	CCC(CC)C(=O)N1CCC(OC2CCN(C)CC2)CC1
-0.2%	O=C1N[C@H](CCC(=O)N2CCN(CCc3ccccn3)CC2)C(=O)Nc2ccccc21
92.7%[activator][176 µM]	CCC(CC)C(=O)Nc1ccc([C@@H](O)[C@H]2COCC(=O)N2CC)cc1
-16.6%[57.4 µM]	CCCCC[C@H](O)C=C[C@H]1[C@H](O)CC(=O)[C@H]1CC=CCCCC(=O)O

# (next part)
ALOX12 inh	SMILES
61.4%[activator][176 µM]	O[C@H]1[C@H](NCc2ccccc2)[C@H]2CO[C@H](O2)[C@@H]1Sc1ccccc1
34.9%	COCC(=O)NC1CCC12CCN(C(=O)COC)CC2 (centres undefined)
-2.5%	O=C(CCc1c[nH]c2ccccc12)Nc1ccc(Nc2ccncc2)cc1
-7.0%	Cc1cnc(C(=O)N2CCOCCNC(=O)[C@@H]3CCC[C@@H]32)cn1
243.5%[activator]	O=C(NCC1Cn2cccc2CN1Cc1ccccc1)C1CC1 (centres undefined)
-2.8%	Cc1ccc(S(=O)(=O)N2CCC(CCC(=O)NC3CC3)CC2)cc1
?	O=C(NCCCc1ccccn1)c1ccc(C2CCCNC2)cc1 (centres undefined)
7.5%	O=C(NCCc1ccccc1)C1CCC(=O)N(CCCN2CCOCC2)C1 (centres undefined)

# (cont.)
ALOX12 inh	SMILES
15.1%	CCn1ccc(C(=O)N2CC(N(C3CCOCC3)S(C)(=O)=O)C2)n1
17.1%	COc1cccc(S(=O)(=O)NCC2Cn3cccc3C(=O)N2C)c1 (centres undefined)
1.2%	O=C(N=C1N(Cc2ccccc2)C[C@]2(C=C3CCCCC3n3c(=O)n(-c4ccccc4)c(=O)n32)N1C(=O)OCc1ccccc1)c1ccccc1 (some centres undefined)
5.3%	O=C(NCc1noc(-c2cccs2)n1)[C@H]1CNC[C@H](C(=O)N2CCCC2)C1
55.1%[activator]	CCN1C(=O)C2(CCN(S(=O)(=O)c3ccc(C(F)(F)F)cc3)CC2)c2ccccc21
3.1%	COC[C@@H]1CN(C(=O)c2cc(F)ccc2F)C[C@H]1c1ccncc1
79.6%[activator][176 µM]	O=C(c1ccn[nH]1)N1CC(c2ncc3c(-c4cccc(C(F)(F)F)c4)nccn23)C1
18.9%	Cc1ccc(-c2nc(CN3CCCC3=O)no2)cc1

# For reference, 16 of the compounds above:
ALOX12 inh	SMILES
61.4%[activator][176 µM]	O[C@H]1[C@H](NCc2ccccc2)[C@H]2CO[C@H](O2)[C@@H]1Sc1ccccc1
34.9%	COCC(=O)NC1CCC12CCN(C(=O)COC)CC2 (centres undefined)
-2.5%	O=C(CCc1c[nH]c2ccccc12)Nc1ccc(Nc2ccncc2)cc1
-7.0%	Cc1cnc(C(=O)N2CCOCCNC(=O)[C@@H]3CCC[C@@H]32)cn1
243.5%[activator]	O=C(NCC1Cn2cccc2CN1Cc1ccccc1)C1CC1 (centres undefined)
-2.8%	Cc1ccc(S(=O)(=O)N2CCC(CCC(=O)NC3CC3)CC2)cc1
?	O=C(NCCCc1ccccn1)c1ccc(C2CCCNC2)cc1 (centres undefined)
7.5%	O=C(NCCc1ccccc1)C1CCC(=O)N(CCCN2CCOCC2)C1 (centres undefined)
15.1%	CCn1ccc(C(=O)N2CC(N(C3CCOCC3)S(C)(=O)=O)C2)n1
17.1%	COc1cccc(S(=O)(=O)NCC2Cn3cccc3C(=O)N2C)c1 (centres undefined)
1.2%	O=C(N=C1N(Cc2ccccc2)C[C@]2(C=C3CCCCC3n3c(=O)n(-c4ccccc4)c(=O)n32)N1C(=O)OCc1ccccc1)c1ccccc1 (some centres undefined)
5.3%	O=C(NCc1noc(-c2cccs2)n1)[C@H]1CNC[C@H](C(=O)N2CCCC2)C1
55.1%[activator]	CCN1C(=O)C2(CCN(S(=O)(=O)c3ccc(C(F)(F)F)cc3)CC2)c2ccccc21
3.1%	COC[C@@H]1CN(C(=O)c2cc(F)ccc2F)C[C@H]1c1ccncc1
79.6%[activator][176 µM]	O=C(c1ccn[nH]1)N1CC(c2ncc3c(-c4cccc(C(F)(F)F)c4)nccn23)C1
18.9%	Cc1ccc(-c2nc(CN3CCCC3=O)no2)cc1

# (more compounds)
ALOX12 inh	SMILES
46.1%[activator]	Cn1nccc1C(=O)N1CCC(Nc2cccnc2)C1 (centres undefined)
3.1%	Cc1cc(C(=O)N2CCCn3cc(-c4ccccc4F)nc32)nn1C
19.7%	Cc1ccc(CNC(=O)C2(CCO)CCN(c3ncccn3)C2)o1 (centres undefined)
21.2%	COc1ccc(C2Cn3nnc(-c4noc(-c5cccnc5)n4)c3CO2)cc1 (centres undefined)
53.0%[activator]	CCOc1cccc(-c2noc(-c3nnn4c3COC(c3ccc(C)cc3C)C4)n2)c1 (centres undefined)
2.9%	Cc1ccc(CN2CCN(c3ncnc4onc(C)c34)CC2CCO)cc1 (centres undefined)
62.4%[activator]	O=C(NCc1ccccc1)C1CCN(C(=O)c2ncn3c2COC(c2ccc(F)cc2)C3)CC1 (centres undefined)
2.6%[176 µM]	COC1CCC(C(=O)N2CCCn3nc(C)c(-c4ccccc4C(C)C)c32)CC1 (centres undefined)

# (next part)
ALOX12 inh	SMILES
67.7%[activator]	CCC[C@@H]1CN(C(=O)c2cccc(N3CCS(=O)(=O)CC3)c2)C[C@H]1N(C)C
-2.5%	O=C([C@@H]1C[C@H](Oc2cccnc2)CN1C(=O)NC1CCCCC1)N1CCCC1
14.5%[176 µM]	O=C(NCc1ccccc1)c1cnc2n1CCN(Cc1ccccc1F)CC2
11.1%	CNC(=O)[C@@H]1C[C@H](Oc2ccccc2)CN1C(=O)c1cc2ccccc2[nH]1
48.2%[activator]	COc1cccc(C(=O)N2CCCC(c3[nH]ccc3C(N)=O)C2)c1OC (centres undefined)
40.1%	CCc1noc(-c2cn(C3CCCN(C(=O)c4ccc(F)cc4)C3)nn2)n1 (centres undefined)
30.3%[activator]	COCCn1c(CO)nnc1C1CC(NC(=O)c2ccc(F)cc2F)C1 (centres undefined)
?	COCC1(CNC(=O)c2nc3ccccc3[nH]2)C[C@@H](O)[C@@H](O)C1 (some centres undefined)

# The listing continues:
ALOX12 inh	SMILES
26.5%	COCc1nc(NCc2sc(COC)nc2C)cc(C2CC(N)C2)n1 (centres undefined)
11.3%	O=C(NC1CCCCCCC1)C1CCN(C(=O)c2ncn3c2COC(c2ccc(Cl)cc2)C3)CC1 (centres undefined)
43.1%	O=C(Cc1ccc(F)cc1)N1CC(c2noc(C3CCCN3CC3CC3)n2)C1 (centres undefined)
13.0%	CN1CCc2[nH]cnc2C12CCN(C(=O)c1cc(=O)[nH]c3ccccc13)CC2
59.7%[activator]	CCSc1nc(CC(=O)NCc2ccc(S(N)(=O)=O)cc2)cs1
